MmCpn inh – M. maripaludis TRiC chaperonin inhibition | purified Mm-Cpn ATPase, ADP Transcreener TR-FRET | Potency, µM (titrated, usually from 76.9 µM), inactives show top-dose activity, negative = inhibition, usual class: inhibitors | hit rate 0.031% among 330,000 | AID 504842; further: potency means the concentration at half of the fitted maximal effect; on the % scale 0 is the no-effect control and ±100 the full control effect; nearly all actives have a fitted effect of over 80% in size
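ATPase read-out: TR-FRET ADP immunoassay (anti-ADP Eu cryptate vs ADP-d2), ex 320 nm, em 590/665 nm; signal drops as ADP forms. Enzyme 25 nM, ATP 10 uM, 30 min at 37°C after 10 min compound preincubation.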
EPAC2 antagonist – blocks human EPAC2 exchange factor; Q8WZA2; EPAC2 GEF exchange of Rap1B-BODIPY-GDP, fluorescence; Potency, µM (series often up to 114 µM), inactives show top-dose activity, negative = inhibition, most hits filed as inhibitors; hit rate 0.18% among 360,000; further: potency means the concentration at half of the fitted maximal effect; on the % scale 0 is the no-effect control and ±100 the full control effect; nearly all actives have a fitted effect of over 45% in size; many of its hits are not listed in these tables
EPAC1 ag – activates human EPAC1 exchange factor; Potency, µM (series often up to 154 µM), for inactives: at the highest dose activation, actives largely listed as activators; EPAC1 agonist qHTS, biochemical assay; response scale: 100% = response to 6.5 mM cAMP; O95398; hit rate 0.073% among 360,000; further: potency means the concentration at half of the fitted maximal effect; nearly all actives have a fitted effect of over 60% in size
Target sequence (O95398 whole entry, looked up): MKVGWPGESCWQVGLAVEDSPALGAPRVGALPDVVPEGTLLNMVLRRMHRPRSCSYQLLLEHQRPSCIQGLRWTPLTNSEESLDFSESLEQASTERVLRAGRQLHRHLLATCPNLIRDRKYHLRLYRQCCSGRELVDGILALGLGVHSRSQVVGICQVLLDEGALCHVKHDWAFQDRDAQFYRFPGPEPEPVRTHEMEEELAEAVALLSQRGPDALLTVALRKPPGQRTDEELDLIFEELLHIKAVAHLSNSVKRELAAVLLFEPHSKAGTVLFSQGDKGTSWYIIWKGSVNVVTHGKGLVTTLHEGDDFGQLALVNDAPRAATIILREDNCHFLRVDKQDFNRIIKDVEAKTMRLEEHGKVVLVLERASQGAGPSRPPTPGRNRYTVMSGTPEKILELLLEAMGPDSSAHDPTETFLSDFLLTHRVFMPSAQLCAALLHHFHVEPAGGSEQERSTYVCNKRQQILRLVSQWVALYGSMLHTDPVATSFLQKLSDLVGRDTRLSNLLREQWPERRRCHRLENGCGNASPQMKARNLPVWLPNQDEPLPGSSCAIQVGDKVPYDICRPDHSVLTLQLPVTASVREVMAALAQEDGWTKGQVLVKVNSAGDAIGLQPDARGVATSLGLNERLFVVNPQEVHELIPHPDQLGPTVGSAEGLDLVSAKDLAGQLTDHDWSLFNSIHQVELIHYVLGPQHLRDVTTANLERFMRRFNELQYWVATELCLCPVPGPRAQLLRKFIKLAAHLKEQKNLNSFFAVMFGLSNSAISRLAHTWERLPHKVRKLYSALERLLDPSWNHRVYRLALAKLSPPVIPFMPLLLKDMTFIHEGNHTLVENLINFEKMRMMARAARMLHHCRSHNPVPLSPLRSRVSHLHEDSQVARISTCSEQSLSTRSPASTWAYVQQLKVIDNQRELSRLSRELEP
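Nucleotide exchange assay: 100 nM EPAC1 with 250 nM Rap1B loaded with BODIPY-GDP and 50 uM GDP, room temperature. Fluorescence (480/540 nm) read every 5 min for 30 min; signal change normalized to 6.5 mM cAMP as full agonist.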
PLK1 PBD inh – blocks phosphopeptide binding to human PLK1 polo-box domain; hit rate 2.8% among 360,000; Potency, µM, for inactives: max response, negative = inhibition, hits mostly inhibitors; AID 720504; Plk1 PBD binding of FITC phosphopeptide, fluorescence polarization; further: potency means the concentration at half of the fitted maximal effect; series mostly up to about 57 µM; on the % scale 0 is the no-effect control and ±100 the full control effect; nearly all actives have a fitted effect of over 65% in size
EPAC1 antagonist – blocks human EPAC1 exchange factor; EPAC1 GEF assay, Rap1b-BODIPY-GDP exchange fluorescence; Potency, µM (titrated, usually from 115 µM), for inactives: top-dose activity change, negative = inhibition, usual class: inhibitors; hit rate 0.14% among 360,000;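 further: potency means the concentration at half of the fitted maximal effect; plate controls were vehicle for no effect and positive control for full effect; nearly all actives have a fitted effect of over 50% in size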
CCT chaperon mod – modulators of cytosolic chaperonin (CCT/TRiC) activity; activity change, % (concentration not given with the values), hits read low; AID 651819; hit rate 0.3% among 360,000; purified chaperonin ATPase assay, HTRF ADP detection, 30 min; in the data active means activity change below about -30%; further: on the % scale 0 is the no-effect control and ±100 the full control effect
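Enzyme 40 or 20 nM (batch-dependent) in Tris pH 7.4/KCl/MgCl2/DTT; cpd 76 uM single point; ATP 10 uM; 30 min 37 °C; Transcreener ADP HTRF detection, 30 min RT; ratio 665/615.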
WRN helicase inh – inhibitors of human WRN helicase; WRN helicase unwinding, fluorescent forked duplex, kinetic; Potency, µM (titrated, usually from 114 µM), without a hit: top-dose activity change, negative = inhibition, usual class: inhibitors; hit rate 0.46% among 360,000; further: potency means the concentration at half of the fitted maximal effect; on the % scale 0 is the no-effect control and ±100 the full control effect; nearly all actives have a fitted effect of over 55% in size
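Enzyme (20 nM final) and test compound sit together 15 min at room temperature before substrate addition. Substrate is a single-forked duplex oligonucleotide (100 nM) labelled with fluorophore and quencher, with 2 mM ATP; helicase unwinding raises red fluorescence, read kinetically.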
PI5P4Ka inh – PI5P4K alpha (human) kinase inhibition | P48426 | max response, % | PI5P4Kalpha enzyme, ADP-Glo luminescence, 60 min; active compounds read low | hit rate 1.2% among 330,000; active means max response of -50% or lower; inconclusive means between -30% and -50%; inactive means -30% or higher; further: value at the top dose of about 77 µM; on the % scale 0 is the no-effect control and ±100 the full control effect
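Controls without substrate or without enzyme flank wells where PI5P4Kalpha converts substrate using 5 microM ATP (final). Incubation lasts 60 minutes at room temperature; ADP formed is read by ADP-Glo luminescence.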
* marks the source's active call; other numbers are inactive results; u = inconclusive; x = not tested or not shown; [ ] = another dose, or the depositor's remark. Unless noted, the call rests on the fitted dose curve; in most records, active means well fitted curve in the direction sought with a large enough effect; inconclusive means small, poorly fitted or top-dose-only effect, or another doubt; inactive means no such curve, though single readings can be large; an effect the other way counts as inactive or inconclusive. This is a subset. The share of hits here may be higher or lower than overall.

SMILES	MmCpn inh	EPAC2 antagonist	EPAC1 ag	PLK1 PBD inh	EPAC1 antagonist	CCT chaperon mod	WRN helicase inh	PI5P4Ka inh
CCOC(=O)[C@]12CCC=C1N(Cc1ccc3c(c1)OCO3)C(=O)[C@H](CC(=O)NCc1cccc3ccccc13)C2	x	-2%	-2%	-5%	-17%	1.8	-3%	12
O=C(CCC(=O)N1CCN(S(=O)(=O)c2ccccc2Cl)CC1)c1ccccc1	-1%	3%	-40%[inhibitor]	-17%	-18%	0.3	-2%	4
COc1cc(/C=N/NC(=O)c2ccc(CN(C)S(=O)(=O)c3ccc(C)cc3)cc2)ccc1O	-4%	15%	-3%	-3%	6%	-1.6	-11%	-10
COc1ccc(-c2nnc(C(C)Nc3cccc(C(=O)NC4CC4)c3)o2)cc1 (centres undefined)	0%	13%	-8%	-5%	-5%	-0.9	-22%	-3
Cc1ccc(-c2nnn(CC(=O)N(c3cccc(F)c3)C(C(=O)NC3CCCC3)c3ccncc3)n2)o1 (centres undefined)	1%	5%	8%	-4%	2%	-2.5	5%	-1
CCNc1nc(-c2ccc(Cl)cc2)cs1	-2%	-14%	12%	-20%	-23%	-2.6	-10%	1
COCCCNCCOCCOc1ccccc1-c1ccccc1	0%	8%	-9%	-9%	-1%	1.3	-32%	-16
Cc1ccc(SCCC(=O)N2CCCC2)cc1	-16%	5%	-4%	-1%	7%	0.6	4%[57.1 µM]	x
CC(=O)Nc1ccc(SCC(=O)O)cc1	2%	16%	5%	u	-1%	0.4	-8%	3
CCn1cc(C(=O)NCC2COc3ccccc3O2)c2cc(OC)c(OC)cc2c1=O (centres undefined)	-2%	4%	-9%	0%	6%	-1.5	11%	-5
CC(C)(C)NC(=O)C(c1ccccc1)N(Cc1cccs1)C(=O)c1csnn1 (centres undefined)	1%	-3%	2%	-1%	2%	-1.0	2%	-2
CC(C)Oc1ccc(C(=O)N2CCCC2C(=O)O)cc1 (centres undefined)	3%	5%	-6%	1%	7%	-2.6	-1%	x
CCC(=O)Nc1cccc(C2=NOC3(C2)C[C@H](C(N)=O)N(C(=O)c2ccc(Cl)cc2)C3)c1 (some centres undefined)	-12%	7%	-10%	-18%	-14%	1.2	-4%	0
Cn1c(=O)c(C(=O)N2CCc3ccccc32)cc2cccnc21	-2%	2%	7%	0%	10%	2.0	-2%	2
O=c1c2ccccc2nnn1Cc1ccccc1Cl	-2%	-9%	4%	-17%	-8%	-0.4	-4%	6
COc1ccc(N2CCN(C(=O)CCCCCn3c(=O)[nH]c4ccsc4c3=O)CC2)cc1	-3%	3%	7%	-3%	-24%	0.3	-1%	-1
O=C(OCc1cn([C@H]2CN(Cc3cccs3)[C@@H](c3ccc(Cl)cc3)C[C@@H]2O)nn1)c1ccccc1	x	-1%	6%	-5%	-6%	-1.5	3%	8
CCN(CC(=O)NCc1ccc(Cl)cc1)C(=O)/C=C/c1ccc(Cl)c([N+](=O)[O-])c1	1%	-5%	-9%	-13%	1%	-4.2	-29%	-21
CCOC(=O)c1c(NC(=O)c2cccnc2Cl)sc(C(=O)N(C)C)c1C	-4%	-8%	-4%	u	-17%	-1.4	-3%	-7
Cc1occc1C(=O)N/N=C/c1ccc(OCc2ccccc2)cc1	1%	-14%	1%	-11%	-6%	0.0	-10%	2
CC/C(=N\N=C(/CC)c1ccccc1N)c1ccccc1N	x	-26%	15%	-12%	16%	0.4	-2%	-1
COC(=O)CC1COc2ccccc2N1C(=O)/C=C/c1ccccc1 (centres undefined)	1%	-25%	-1%	-6%	-8%	-0.7	-9%	6
Cc1cc(C)cc(OCC(=O)N(C)CC(=O)Nc2ccc(N3CCOCC3)cc2)c1	-1%	14%	-10%	-6%	8%	-1.1	8%	-4
CN(C(=O)CN1CCC(NC(=O)c2ccccc2Br)CC1)C1CCCCC1	2%	7%	1%	-1%	1%	0.9	6%	-4
COc1ccc2cc(C(=O)NCCCN3CCCC3=O)[nH]c2c1	2%	4%	-5%	-9%	u	-0.2	10%	0
CC(C)CCNC(=O)C(=O)Nc1ccccc1	1%	-3%	13%	-7%	5%	-2.8	3%	6
O=C(Nc1ccc(-c2cn3ccccc3n2)cc1)c1ccco1	-2%	-2%	5%	-14%	13%	-4.4	3%	-18
CC(=O)N/N=C(\C)CC(=O)NC(C)(C)C	0%	1%	5%	-24%	u	-4.6	5%[57.1 µM]	-6
Fc1ccccc1C1c2cccn2CCN1C(=S)Nc1cccc(Br)c1 (centres undefined)	-6%	7%	7%	-2%	3%	-2.3	-1%	0
NC(=O)COC(=O)c1ccc(Oc2ccccc2)cc1	1%	4%	-7%	-2%	13%	1.0	9%	2
O=C(NNC(=S)NC1CCCCC1)c1ccc2c(c1)OCO2	-1%	18%	0%	-12%	18%	2.9	25%	-19
COc1ccc(S(=O)(=O)N(CC(=O)Nc2ccccc2C(=O)N2CCOCC2)c2ccc(F)cc2)cc1	3%	3%	-20%	-2%	-9%	-5.7	-2%	11
CCOC(=O)Cc1csc(N/C(=N/S(=O)(=O)c2ccc(Cl)cc2)c2ccccc2)n1	0%	4%	-16%	21µM*	7%	-0.2	-19%	-14
Cc1cc(-c2ccccc2)nc(Cl)c1C#N	2%	3%	-4%	-2%	0%	-1.1	-11%[57.1 µM]	1
CC(/C=N\NC(=O)Cn1c(C)nc2ccccc21)=C\c1ccccc1	0%	24%	3%	-11%	-8%	-2.5	u	-4
CC(C)N(Cc1ccccc1)C(=O)CN1C(=O)COc2ccc(S(=O)(=O)NC3CCCC3)cc21	-2%	-8%	5%	-12%	u	-0.6	-9%	-1
CN1c2ccccc2C2(C)CCCC3=Cc4cccc([N+](=O)[O-])c4OC312 (centres undefined)	1%	-8%	0%	-9%	-15%	1.4	-16%	20
COc1cc(-c2nnc3sc(-c4ccncc4)nn23)cc(OC)c1OC	x	-2%	-3%	12µM*	-20%	0.2	-2%	-12
O[C@H]1C[C@H](c2ccc(Cl)cc2)N(CC2CCCCC2)C[C@@H]1n1cc(C2CC2)nn1	x	-20%	-23%	0%	-9%	1.8	-11%	-2
O=C(Nc1cccc(Cl)c1)Nc1cnccn1	0%	-2%	2%	-4%	19%	0.6	-7%	0
OCCC1CN(CCCc2ccccc2)CCN1Cc1ccc(F)cc1 (centres undefined)	-1%	-3%	8%	-9%	5%	-3.6	-34%	-1
CCC(C(=O)Nc1ccc2[nH]ncc2c1)c1ccccc1 (centres undefined)	-5%	7%	-7%	-6%	-18%	-0.7	3%	2
CC1CCCCN1S(=O)(=O)c1ccc(C(=O)Nc2nnc(-c3ccccc3Cl)o2)cc1 (centres undefined)	1%	-2%	9%	-12%	u	1.4	-25%	u
CCCCc1ccc(S(=O)(=O)Nc2cc(C)on2)cc1	2%	21%	-12%	-8%	22%	3.0	-7%	x
O=C(c1ccc2c(=O)n(-c3ccccc3)c(=O)[nH]c2c1)N1CCCCC1	1%	0%	-2%	0%	11%	-10	-4%	x
Cn1c(SCC(=O)NC2CC2)nnc1C1CC1	1%	5%	-12%	-9%	2%	-0.7	9%	-1
O=C(Nc1ccc(Br)cc1)N1CCCCCCC1	-1%	0%	-2%	-18%	-6%	-1.0	2%	2
O=C(NNC(=S)NCc1ccccc1)c1ccc(Br)o1	2%	0%	-8%	6%	4%	0.5	-9%	3
O=C1c2ccccc2C(=O)N1CCn1ccnc1	0%	0%	5%	-8%	-16%	-2.4	2%	-5

13 compounds out of the list, sorted by heavy-atom count, high to low.
SMILES	MmCpn inh	EPAC2 antagonist	EPAC1 ag	PLK1 PBD inh	EPAC1 antagonist	CCT chaperon mod	WRN helicase inh	PI5P4Ka inh
CCOC(=O)[C@]12CCC=C1N(Cc1ccc3c(c1)OCO3)C(=O)[C@H](CC(=O)NCc1cccc3ccccc13)C2	x	-2%	-2%	-5%	-17%	1.8	-3%	12
CC(C)N(Cc1ccccc1)C(=O)CN1C(=O)COc2ccc(S(=O)(=O)NC3CCCC3)cc21	-2%	-8%	5%	-12%	u	-0.6	-9%	-1
Cc1cc(C)cc(OCC(=O)N(C)CC(=O)Nc2ccc(N3CCOCC3)cc2)c1	-1%	14%	-10%	-6%	8%	-1.1	8%	-4
O[C@H]1C[C@H](c2ccc(Cl)cc2)N(CC2CCCCC2)C[C@@H]1n1cc(C2CC2)nn1	x	-20%	-23%	0%	-9%	1.8	-11%	-2
CN(C(=O)CN1CCC(NC(=O)c2ccccc2Br)CC1)C1CCCCC1	2%	7%	1%	-1%	1%	0.9	6%	-4
O=C(c1ccc2c(=O)n(-c3ccccc3)c(=O)[nH]c2c1)N1CCCCC1	1%	0%	-2%	0%	11%	-10	-4%	x
CC(/C=N\NC(=O)Cn1c(C)nc2ccccc21)=C\c1ccccc1	0%	24%	3%	-11%	-8%	-2.5	u	-4
Cn1c(=O)c(C(=O)N2CCc3ccccc32)cc2cccnc21	-2%	2%	7%	0%	10%	2.0	-2%	2
O=C(NNC(=S)NC1CCCCC1)c1ccc2c(c1)OCO2	-1%	18%	0%	-12%	18%	2.9	25%	-19
CCC(C(=O)Nc1ccc2[nH]ncc2c1)c1ccccc1 (centres undefined)	-5%	7%	-7%	-6%	-18%	-0.7	3%	2
O=c1c2ccccc2nnn1Cc1ccccc1Cl	-2%	-9%	4%	-17%	-8%	-0.4	-4%	6
O=C(Nc1cccc(Cl)c1)Nc1cnccn1	0%	-2%	2%	-4%	19%	0.6	-7%	0
CC(=O)Nc1ccc(SCC(=O)O)cc1	2%	16%	5%	u	-1%	0.4	-8%	3

High-throughput results deposited in PubChem BioAssay by National Center for Advancing Translational Sciences (NCATS).
